Salmonella PhoP GFP = PhoP regulon inhibitors, Salmonella typhi PhoP promoter GFP reporter, confirmatory (AID 1850); actives 0.33% (n = 310,000); one-dose inhibition, % at 50 µM; IC50 in µM for titrated hits; Salmonella Typhi PhoP-promoter GFP reporter, fluorescence, 4 h; higher % means a stronger effect; in the data active = a potency from the dose series; inconclusive = inhibition mostly from about 25% at the one dose, without a potency; inactive = the rest, 99 in 100 with inhibition below about 19%;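 note: 0% = induced wells with vehicle and 100% = uninduced wells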
inhibitors of VEEV = inhibitors of VEEV TC-83 cytopathic effect, confirmation, Vero cells (AID 588727); Vero cells, VEEV TC-83 cytopathic effect inhibition; higher % means a stronger effect; inhibition, % at 20 µM, or IC50 in µM where a hit was titrated; actives 0.13% (n = 350,000); in the data active = a potency from the dose series; inconclusive = inhibition mostly from about 14% at the one dose, without a potency; inactive = the rest, 99 in 100 with inhibition below about 12%; note: strong numbers were not always called active
M. tuberculosis HTS = M. tuberculosis growth inhibition, HTS (AID 449762). M. tuberculosis H37Rv growth inhibition, 7H9 media; higher % means a stronger effect. one-dose inhibition, % at 25 µM; IC50 in µM for titrated hits. actives 0.59% (n = 330,000); in the data active = a potency from the dose series; inconclusive = inhibition above about 70% without an active follow-up result;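 note: bacterial growth assessed after seven days of incubation; strong numbers were not always called active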
H1N1 NS1A inhibition = NS1A inhibition, H1N1 influenza, cell based functional assay (AID 504329); NS1A functional cell-based assay, percent inhibition; higher % means a stronger effect; actives 0.3% (n = 340,000); inhibition, % at 12.5 µM; hits with a dose series show IC50 in µM; in the data active = a potency from the dose series; inconclusive = inhibition above about 27% without an active follow-up result; note: strong numbers were not always called active
M. tuberculosis = growth inhibition of non-replicating M. tuberculosis (AID 488890). Mycobacterium tuberculosis non-replicating, growth inhibition; higher % means a stronger effect. one-dose inhibition, % at 25 µM; IC50 in µM for titrated hits. actives 0.39% (n = 320,000); in the data active = a potency from the dose series; inconclusive = inhibition mostly from about 82% at the one dose, without a potency; inactive = the rest, 99 in 100 with inhibition below about 76%;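 note: plate controls were DMSO cells for no effect and high antibiotic wells for full effect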
inhibitors of VEEV 10K pilot screen = further read-out of inhibitors of VEEV, marked with its call; inhibition, %; measured here: 10K pilot screen inhibition
* hit, by the source's call; i = inactive; u = inconclusive; x = no result given. An unsorted share of the library; 1.6% or so of the library scored in one or more.

SMILES | Salmonella PhoP GFP | inhibitors of VEEV | M. tuberculosis HTS | H1N1 NS1A inhibition | M. tuberculosis | others
CCc1nnc(NC(=O)CSc2nc3[nH]ncc3c(=O)[nH]2)s1 | -5% | i | 8% | 0% | 6%
Cc1ccc(C(=O)Cn2nnc(-c3cccs3)n2)cc1 | 9% | 4.6% | 1% | -6% | 69%
COc1ccc(/C=C/C(=O)Nc2ccc(S(=O)(=O)Nc3onc(C)c3C)cc2)cc1OC | 0% | 3.4% | -2% | 6% | 26%
C=CCC1S/C(=N/N=C/c2cccs2)NC1=O (stereo unspecified) | 0% | 0.7% | 3% | -10% | 74%
CCCn1c(=O)c(C(=O)Nc2cccc(C)n2)c(O)c2ccccc21 | -4% | 1.1% | 7% | -2% | -35%
CNC(=O)CCCCC(=O)N/N=C/c1ccc(Cl)cc1Cl | 16% | i | -10% | -5% | -10%
N/C(=N\c1nc2ccccc2o1)NC(=O)c1ccccc1 | 2% | 0.4% | -2% | 5% | -4%
O=C(CS(=O)(=O)Cc1ccccc1)N1CCc2ccccc21 | 1% | 7.6% | -3% | 10% | -5%
O=C(CCc1ccccc1)Nc1cccc([N+](=O)[O-])c1 | 4% | 0.6% | 6% | -13% | 27%
COc1ccccc1NC(=S)N/N=C/c1cccc(C)c1 | -13% | i | -29% | -2% | -2%
COc1ccccc1CNC(=O)N1CCN(c2ccccc2)CC1 | 4% | 0.9% | -10% | -10% | 15%
COc1ccc(C(OC(=O)c2ccco2)C(=O)NC2CCCCC2)cc1OC (stereo unspecified) | 3% | 3.1% | 0% | 14% | -9%
Cc1cc(C)nc(NC(=O)c2cccs2)c1 | -2% | 1.0% | 3% | -9% | -6%
Cc1ccc(C(=O)Nn2c(N)c(S(=O)(=O)c3ccc(C)cc3)c3nc4ccccc4nc32)cc1 | -6% | 1.1% | -16% | -1% | 8%
O=C(O)CNC(=O)C1(NC(=O)OCc2ccccc2)CCCC1 | x | 2.8% | x | 4% | x
COc1ccc2c(c1)C(C)(CCN)C(=O)N2C (stereo unspecified) | -36% | 0.1% | -7% | -9% | 1% | inhibitors of VEEV 10K pilot screen=0.3
O=C(COc1cc(Cl)ccc1Cl)Nc1ccc2c(c1)CCC2 | -3% | 0.5% | -2% | 1% | 0%
CCCc1nnc(SCC(=O)N2CCCCC2C)n1CC1CCCO1 (stereo unspecified) | -2% | 1.2% | -2% | 0% | -3%
CCOc1ccc(/C=C2/C(=O)N(c3ccc(OC)cc3)C(=S)N2CC(=O)OC)cc1OCC | -28% | 0.8% | -1% | 20% | 1%
COc1ccc(NC(=O)CSc2n[nH]c(N)n2)cc1OC | -15% | 1.1% | -1% | -2% | -7%
Cc1ccc(S(=O)(=O)N(C)C)cc1NC(=S)NCCc1ccccn1 | 8% | 0.3% | -11% | -9% | -4%
CCCNCC(O)COc1ccccc1C(=O)CCc1ccccc1 (stereo unspecified) | 9% | i | 0% | -2% | 16%
CC(=O)OC(Cn1ccnc1)c1ccccc1 (stereo unspecified) | 8% | 0.1% | 5% | -8% | 1%
COc1ccc(NC(=O)c2cc(S(=O)(=O)N(Cc3ccccc3)c3ccccc3)ccc2Cl)cn1 | -9% | 4.4% | -1% | -7% | 29%
CN1CCC(N(C)C(=O)Cc2ccccc2[N+](=O)[O-])CC1 | 3% | 0.4% | -1% | 12% | -2%
CNC(=O)CCCc1nc(-c2ccccc2Cl)no1 | -8% | i | -3% | 26% | -6%
O=C(NCc1ccc(F)cc1)C1CCCN(C(=O)NCc2ccccc2)C1 (stereo unspecified) | 10% | 0.7% | 0% | 7% | -6%
CCOC(=O)C1(Cc2ccccc2)CCN(Cc2cccc3nccnc23)CC1 | -11% | i | 0% | -6% | -4%
O=c1cc(-c2cccc(F)c2)oc2ccccc12 | x | 3.5% | x | -7% | x
Cc1ccc(OCC(O)CN2CCOCC2)c(C)c1 (stereo unspecified) | 11% | 0.6% | -7% | -9% | 1%
C=CC#CC1(O)CC(C)[N+](C)(C)CC1C (stereo unspecified) | -12% | 1.8% | -5% | 1% | -3%
O=C(CNS(=O)(=O)c1ccc(Br)cc1Cl)OCC(=O)N1CCCC1=O | x | 0.3% | -5% | -1% | -2%
COC(=O)Nc1sc2c(c1C(N)=O)CCC(C)C2 (stereo unspecified) | -20% | i | 0% | -1% | 5%
Cc1ccc(SC[C@H](C)CN2CC[C@H](C(C)(C)C)CCC2=O)cc1 | -2% | 0.6% | 5% | 1% | 14%
CO/N=C(/C)CCS(=O)(=O)c1ccccc1 | -1% | 1.1% | -6% | -15% | -6%
COc1ccc(NC(=O)CN(C)C(=O)c2cccc(Oc3ccccc3)c2)cc1 | x | 1.1% | 1% | -4% | 33%
COC(=O)c1sc(S(=O)(=O)Nc2c(C)nn(C)c2C)c(C(=O)OC)c1C | x | 0.5% | x | -5% | x
CCC1(CC)Cc2ccccc2-c2[nH]c(=S)[nH]c(=O)c21 | -13% | 0.1% | 1% | 4% | -14%
COc1ccc(NC(=O)Nc2ccccc2C)c(OC)c1 | -1% | 1.4% | -3% | 6% | 3%
Cc1ccc(-c2c[n+](CC(=O)N3c4ccccc4Sc4ccccc43)c3n2CCC3)cc1 | 6% | 0.6% | 13µM* | 9% | 77%

The closing 7 compounds of the part before open the next one:
SMILES | Salmonella PhoP GFP | inhibitors of VEEV | M. tuberculosis HTS | H1N1 NS1A inhibition | M. tuberculosis | others
Cc1ccc(SC[C@H](C)CN2CC[C@H](C(C)(C)C)CCC2=O)cc1 | -2% | 0.6% | 5% | 1% | 14%
CO/N=C(/C)CCS(=O)(=O)c1ccccc1 | -1% | 1.1% | -6% | -15% | -6%
COc1ccc(NC(=O)CN(C)C(=O)c2cccc(Oc3ccccc3)c2)cc1 | x | 1.1% | 1% | -4% | 33%
COC(=O)c1sc(S(=O)(=O)Nc2c(C)nn(C)c2C)c(C(=O)OC)c1C | x | 0.5% | x | -5% | x
CCC1(CC)Cc2ccccc2-c2[nH]c(=S)[nH]c(=O)c21 | -13% | 0.1% | 1% | 4% | -14%
COc1ccc(NC(=O)Nc2ccccc2C)c(OC)c1 | -1% | 1.4% | -3% | 6% | 3%
Cc1ccc(-c2c[n+](CC(=O)N3c4ccccc4Sc4ccccc43)c3n2CCC3)cc1 | 6% | 0.6% | 13µM* | 9% | 77%
O=C(O)CCCn1cc(NC(=O)COc2ccccc2F)cn1 | -1% | 0.3% | 11% | 7% | -11%
Cn1c(=O)c2c(nc(N/N=C/c3ccc(OC(=O)c4ccco4)cc3)n2Cc2ccccc2Cl)n(C)c1=O | -5% | 11% | -8% | -1% | 0%
CCOC(=O)Cc1csc(NC(=O)Nc2ccc(C)cc2)n1 | -3% | i | -2% | 3% | 8%
O=C(CNS(=O)(=O)c1ccc(F)cc1)N1CCN(c2ccccc2)CC1 | 12% | 0.3% | -3% | -4% | 10%
CC(=O)Nc1ccc(C(=O)N2CC(=O)NC(=O)C2)cc1 | 7% | i | -3% | 2% | -3%
COC(=O)c1ccccc1NC(=O)CN1CCC(NC(=O)c2ccc(C)cc2)CC1 | -11% | 2.5% | 13% | 3% | 11%
CCOC(=O)C1(Cc2ccccc2)CCCN(C(=O)c2ccc(-n3ccnc3)cc2)C1 (stereo unspecified) | 1% | 7.6% | -8% | -13% | 40%
COc1ccc(-c2nc(CS(=O)CC(=O)NC3CCCCC3C)c(C)o2)cc1OC (stereo unspecified) | -8% | 0.4% | -6% | -8% | 17%
Fc1ccc(/C=N/NC2=Nc3cccc4cccc2c34)cc1 | -10% | 4.0% | -9% | 6% | -11%
NC(=O)c1c(NC(=O)Cn2nc(C(=O)O)c3ccccc3c2=O)sc2c1CCC2 | -2% | 2.8% | 0% | 0% | 12%
CN(C)C(CNC(=O)Cc1ccc([N+](=O)[O-])cc1)c1ccccc1 (stereo unspecified) | -1% | 0.5% | 3% | 8% | 12%
CC1CC(C)CN(C(=O)CCC(=O)Nc2nnc(C(C)C)s2)C1 (stereo unspecified) | 3% | 0.9% | -5% | 9% | 3%
Cn1c(SCC(=O)N2CCCc3ccccc32)nnc1-c1ccccc1 | -4% | i | 4% | -6% | 5%
CC1CCN(C(=O)CSc2nc3[nH]ncc3c(=O)[nH]2)CC1 | -2% | i | -1% | -1% | -12%
Cc1ccc(COc2coc(CO)cc2=O)cc1 | -5% | i | 1% | -17% | 7%
COc1cc(OC)cc(-c2n[nH]c(=S)n2-c2ccc3c(c2)OCCO3)c1 | -8% | i | -1% | -10% | -28%
C[n+]1ccn(CC(=O)c2ccc(Cl)cc2)c1 | -8% | 0.5% | 0% | -8% | -5%
CCOc1ccc(N(CC(=O)NCCSc2ccccn2)S(=O)(=O)c2ccc(Cl)cc2)cc1 | -2% | i | -3% | 3% | 4%
CCN(CC)S(=O)(=O)c1cc(NC(=O)c2ccc(Br)s2)ccc1C | 3% | 5.9% | 0% | -5% | 10%
COc1cc2ccc(=O)oc2c(O)c1OCC=C(C)C | -4% | i | -5% | -5% | -10%
COc1ccc(C)cc1NC(=O)CN(C)S(=O)(=O)c1cccs1 | 2% | 6.2% | -2% | 2% | 6%
COc1cccc(N(C(=O)C2CSC(=O)C2)C(C(=O)NC(C)(C)C)c2ccncc2)c1 (stereo unspecified) | 1% | 0.6% | -2% | 2% | 10%
CCCc1ccc(-c2cc(N)n[nH]2)cc1 | -9% | i | -8% | -5% | 32%
O=C1N(CN2CCOCC2)c2ccccc2C12OCC(CCl)O2 (stereo unspecified) | -18% | 1.9% | 40% | -4% | -10%
Cc1cnc(NC(=O)c2cncc(Br)c2)s1 | 6% | 2.2% | -1% | 4% | 4%
Cc1cc(C)n(C(C)Sc2ccccc2)n1 (stereo unspecified) | 0% | 0.5% | -1% | -1% | -6%
Cc1ccc(NC(=O)C(C)NC(=O)OCc2ccccc2)cc1C (stereo unspecified) | 0% | 1.5% | 5% | -9% | -3%
Cn1nc(OC(=O)Nc2ccc(Cl)cc2)cc1C(F)(F)F | 2% | x | -6% | x | 4%
COc1ccccc1C(=O)Nc1ccc(NC(=O)C2CCCCC2)nc1 | 10% | i | -4% | 9% | -5%
O=C(O)CC/C(=N\Nc1ccccc1[N+](=O)[O-])c1cccs1 | -4% | 1.3% | 2% | 28% | 20%
COc1ccc(-n2nc(C(=O)NCC(=O)N(C)Cc3ccccc3)c3ccccc3c2=O)cc1 | 6% | 7.7% | 6% | -8% | 10%
CN1CCC(O)(c2ccc(Cl)cc2)C(C(=O)c2ccc(Cl)cc2)C1 (stereo unspecified) | -3% | 4.5% | u | 1% | 2µM*
O=C(O)c1cccc(NC(=S)NC(NC(=O)c2cccc([N+](=O)[O-])c2)C(Cl)(Cl)Cl)c1 (stereo unspecified) | 11% | 1.1% | -3% | 7% | 3%
Brc1ccc(C2=Nn3c(Cn4nnc5ccccc54)nnc3SC2)cc1 | -4% | 0.1% | 6% | x | 28%
Oc1ccc(Nc2ncnc3c2oc2ccccc23)cc1 | -13% | i | -9% | -3% | -4%
CCOC(=O)c1ccccc1NC1CC(=O)N(c2ccccc2C)C1=O (stereo unspecified) | -9% | i | -9% | 7% | x
COCCN(C(=O)CSc1nnc(C)n1Cc1ccccc1)c1c(N)n(Cc2ccccc2)c(=O)[nH]c1=O | 1% | 0.4% | -7% | -8% | -15%
COCCSc1ccccc1C(=O)Nc1cc(C)cc(C)c1 | -6% | 0.9% | 2% | -15% | 1%
CCOCCOC(=O)c1cccc(NC(=O)OCC)c1 | 5% | 0.2% | -10% | 5% | 11%
O=C1OC(Nc2ccc(F)cc2F)c2ccccc21 (stereo unspecified) | 7% | i | -4% | 6% | -7%
CC1=NN(S(=O)(=O)c2ccc(Cl)cc2Cl)C(=O)c2ccccc2O1 | 0% | i | 12% | 17% | 21%
CS(=O)(=O)N1CCN(S(=O)(=O)c2ccccc2[N+](=O)[O-])CC1 | 6% | 1.8% | -3% | -3% | -5%
C=C1CCC[C@]2(C)C[C@H]3OC(=O)C(CNC(C)CCCC(C)C)[C@H]3CC12 (stereo partly specified) | 12% | i | 22µM* | 0% | i

Entries above containing a tert-butyl group, in the order listed:
SMILES | Salmonella PhoP GFP | inhibitors of VEEV | M. tuberculosis HTS | H1N1 NS1A inhibition | M. tuberculosis | others
Cc1ccc(SC[C@H](C)CN2CC[C@H](C(C)(C)C)CCC2=O)cc1 | -2% | 0.6% | 5% | 1% | 14%
COc1cccc(N(C(=O)C2CSC(=O)C2)C(C(=O)NC(C)(C)C)c2ccncc2)c1 (stereo unspecified) | 1% | 0.6% | -2% | 2% | 10%

Assay outcomes from PubChem.
